BoNT F protease = blocks Botulinum neurotoxin F light chain protease | Multiplex microsphere protease cleavage assay, flow cytometry | inhibition, % at 10 µM | actives 0.22% (n = 360,000) | AID 588497; in the data active means inhibition above about 35%, passing the limit was not always enough; inconclusive means no clear call, values can overlap the other calls; further: plate controls were buffer without enzyme for full effect and enzyme alone for no effect
PfHsp40 rescue = rescue of PfHsp40-mediated yeast toxicity | AID 504582 | actives 0.68% (n = 340,000) | S. cerevisiae expressing PfHsp40, growth rescue, ATP luminescence | growth rescue, % at 12.5 µM; in the data active means growth rescue above about 28%, passing the limit was not always enough; inconclusive means no clear call, values can overlap the other calls;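 further: yeast W303a lacking pdr1 and pdr3 grown in galactose medium; growth measured after three days at 30 °C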
Mtb BioA inh = inhibitors of Mycobacterium tuberculosis BioA enzyme | inhibition, % at 9.99 µM | actives 0.096% (n = 360,000) | AID 602481 | purified M. tuberculosis BioA enzyme, plate reader; in the data active means inhibition above about 40%; inconclusive means no clear call, values can overlap the other calls
GDH-TPI inh = inhibits GDH-TPI coupling enzymes, artifact for Mtb FBA screen. GDH-TPI coupled enzyme counterscreen, NADH absorbance. inhibition, % at 4.8 µM. actives 1.2% (n = 360,000); in the data active means inhibition above about 30%;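 further: 0% = DMSO wells and 100% = wells lacking the enzyme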
Anthrax LF inh2 = inhibitors of Bacillus anthracis lethal factor protease; P15917; multiplex microsphere protease cleavage assay, LF; inhibition, % at 10 µM; actives 0.12% (n = 360,000); AID 588501; further: plate controls were buffer without enzyme for full effect and enzyme alone for no effect
Mtb FBA inh = Mtb fructose-bisphosphate aldolase inhibition. P9WQA3. AID 588726. purified M. tuberculosis FBA, fluorescence read-out. inhibition, % at 1 µM. actives 2.3% (n = 360,000); in the data active means inhibition above about 27%;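 further: 0% = vehicle and 100% = reference inhibitor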
Target sequence (P9WQA3 whole entry, looked up): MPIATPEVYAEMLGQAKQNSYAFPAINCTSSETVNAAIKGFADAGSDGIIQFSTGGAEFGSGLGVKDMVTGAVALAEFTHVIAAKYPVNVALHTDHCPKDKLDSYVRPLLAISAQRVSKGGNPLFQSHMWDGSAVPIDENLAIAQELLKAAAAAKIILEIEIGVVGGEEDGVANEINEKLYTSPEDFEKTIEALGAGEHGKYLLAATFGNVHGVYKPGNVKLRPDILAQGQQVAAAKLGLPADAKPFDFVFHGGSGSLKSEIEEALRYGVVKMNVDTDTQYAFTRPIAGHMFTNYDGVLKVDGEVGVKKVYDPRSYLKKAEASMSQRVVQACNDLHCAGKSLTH
Mtb UGM inh = blocks M. tuberculosis UGM enzyme; actives 0.06% (n = 320,000); purified UGM, fluorescence polarization probe displacement; P9WIQ1; inhibition, % at 10 µM; in the data active means inhibition above about 10%, passing the limit was not always enough; inconclusive means no clear call, values can overlap the other calls
Target sequence (P9WIQ1 whole entry, looked up): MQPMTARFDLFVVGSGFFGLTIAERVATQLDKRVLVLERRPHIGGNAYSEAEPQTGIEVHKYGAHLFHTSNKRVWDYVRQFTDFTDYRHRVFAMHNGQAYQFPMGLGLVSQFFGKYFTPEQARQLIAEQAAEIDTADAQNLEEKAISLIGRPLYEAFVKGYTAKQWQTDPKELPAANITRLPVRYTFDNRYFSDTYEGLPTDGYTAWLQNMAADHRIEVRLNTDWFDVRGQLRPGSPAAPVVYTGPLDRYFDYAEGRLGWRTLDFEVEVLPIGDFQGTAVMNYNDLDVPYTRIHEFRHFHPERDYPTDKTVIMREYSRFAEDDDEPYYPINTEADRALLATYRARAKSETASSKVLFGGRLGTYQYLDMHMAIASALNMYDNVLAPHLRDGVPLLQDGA
BoNT A protease = inhibitors of Botulinum neurotoxin A light chain protease; multiplex microsphere protease substrate cleavage, flow cytometry; inhibition, % at 10 µM; actives 0.17% (n = 360,000); AID 588499; further: plate controls were buffer without enzyme for full effect and enzyme alone for no effect
FadD28 FP inh = inhibitors of Mycobacterium tuberculosis FadD28 bisubstrate binding | actives 0.22% (n = 360,000) | inhibition, % at 12.5 µM | FadD28 bisubstrate probe binding, fluorescence polarization; in the data active means inhibition above about 8.5%, passing the limit was not always enough; inconclusive means no clear call, values can overlap the other calls
An asterisk follows results filed as active; ? = inconclusive; . = no result given; & = joins results of further samples. Unless noted, no stated cut-off is given here; in the data, active means inhibition above about 30%; inconclusive means no clear call, values can overlap the other calls; inactive means below that.

Molecule	BoNT F protease	PfHsp40 rescue	Mtb BioA inh	GDH-TPI inh	Anthrax LF inh2	Mtb FBA inh	Mtb UGM inh	BoNT A protease	FadD28 FP inh
CCn1nc(C(=O)OCC(=O)c2ccc3c(c2)OCCO3)c2ccccc2c1=O	-19	0.7	-1.0	-2	0	2	0.3	0.1	-4.6
O=C(NCc1ccco1)c1nc2ccccc2s1	-4	0.0	.	-12	-4	1	-2.3	0.0	-3.6
O=S(=O)(/C(=C/c1ccc(C(F)(F)F)cc1)c1nc2ccccc2[nH]1)c1ccccc1	16	-0.4	.	-2	-1	2	1.2	1.2	-1.3
COC(=O)c1ccc(C(=O)OC)c(NC(=S)N2CCN(c3ccc(F)cc3)CC2)c1	-11	1.4	14	-5	-6	8	-1.6	0.5	-0.7
O=C(OCc1ccccc1Cl)c1ccc(-n2cnnc2)cc1	0	0.3	1.1	8	-1	0	-1.6	1.0	-1.2
CN1CC[C@@]2(C)c3cc(O)ccc3N(C)[C@@H]12	-11&-14	-1.0&0.7	0.2&-0.2	4&2	-10&-20	-5&-2	.	-0.4&-0.3	-2.3&-2.6
CC(C)Oc1ccccc1NC(=O)CSc1nccn1C	-7	-1.0	.	7	-4	3	1.2	-0.2	.
CC(=O)c1cccc(-c2ccnc3c2CC(C(=O)N2CCN(C)CC2)O3)c1 (stereo unspecified)	-7	.	0.0	16	0	4	.	0.1	-1.7
CCOc1ccc2cc(C(=O)NCc3ccccc3)c(=N)oc2c1	16	6.8	1.0	10	1	41*	-1.6	-2.1	.
O=C(O)/C(=C/c1cccnc1)NC(=O)c1ccccc1	-32	5.9	.	10	-2	-1	0.7	-2.3	1.3
C#CCOCCOCCOCCNc1nc(N2CCN(C(=O)Cn3cc(CC(C)O)nn3)CC2)nc(N2CCN(C(=O)[C@H](CCCCN)n3cc(CCC(=O)O)nn3)CC2)n1 (stereo partly specified)	3	-0.9	-1.1	11	-1	0	-0.9	0.3	-2.4
COc1ccc(CCNC(=O)NC23CC4CC(CC(C4)C2)C3)cc1OC	-1	0.0	0.2	-9	-1	10	-3.4	-0.2	-1.9
Cc1ccc(CN2CC(N3CCN(CCO)CC3)CS2(=O)=O)cc1 (stereo unspecified)	3	.	-0.4	.	5	1	.	-0.1	-0.9
COc1ccc(C(=O)N2CCN(Cc3cc(OC)ccc3OC)CC2)cc1	?	-0.6	-0.9	-4	-1	-1	-0.5	0.5	-2.3
Clc1ccc(-c2cn3c(n2)CCC3)cc1	2	-0.6	0.9	2	-4	-1	-1.0	-0.1	-0.9
Fc1ccc(-c2nc3c4ccccc4ccn3c2Cc2ccccc2C(F)(F)F)cc1	-7	.	0.0	.	-3	6	.	0.5	-2.4
Cc1cccc(N2CCN(C(=O)c3ccccc3SCC(=O)N3CCCC3)CC2)c1C	.	1.1	0.5	10	.	2	-0.8	.	-2.1
CCN1C(=O)[C@H]2[C@@H](c3ccc(C)cc3)N3C(=O)N(c4cccc(Br)c4)C(=O)[C@@]3(CC(C)C)[C@H]2C1=O	-8	1.2	-1.2	13	6	4	-0.6	0.1	-0.2
CCC(=O)N(Cc1cc(=O)[nH]c2ccccc12)c1cccc(C)c1	1	0.2	-0.3	6	1	1	4.8	0.4	-0.2
CC(=O)NC12CC3CC(C1)CC(C(=O)Nc1nc4c(C)cccc4s1)(C3)C2	4	-0.4	2.6	-6	-2	-1	1.9	-0.6	-2.8
CCCCC(C(=O)NC1CCCC1)N(Cc1ccco1)C(=O)Cn1nnc(-c2ccc(F)cc2)n1 (stereo unspecified)	?	?	-1.1	-3	-5	2	-0.8	1.2	-4.0
O=C(N=C1c2ccccc2CN1c1ccc(F)c(F)c1)c1cccnc1	-4	0.9	.	5	0	3	-0.6	0.0	-0.6
CC(Cc1ccccc1)N(C)C(=O)CN1C(=O)c2ccccc2C1=O (stereo unspecified)	8	-0.2	2.2	6	-9	-3	.	-0.1	-0.7
CN(CC(=O)Nc1ccccc1C(=O)NC1CC1)Cc1ccc(Cl)s1	3	1.7	-3.5	-4	6	0	-0.6	-0.6	-0.9
COc1ccc(OC)c(NC(=O)CSC2=NN3CCCC(=O)N=C3S2)c1	4	-0.3	7.3	3	1	0	-2.4	0.2	0.3
CCOC(=O)CN1CCC(c2cc(-c3ccc(Cl)cc3)n[nH]2)CC1	-2	-1.0	-0.6	4	-3	1	2.3	-0.8	.
CNCc1ccccc1Sc1cc(O)ccc1O	-11	-0.3	.	1	-5	0	0.8	0.2	-2.8
COc1ccc(C/C(C)=N/NC(=S)Nc2ccc(C)c(C)c2)cc1	-4	-0.1	-1.9	6	-1	3	-0.2	-0.8	-2.3
CCCC(=O)Nc1ccc(NC(=O)c2cc3ccccc3o2)c(OC)c1	?	-0.5	0.1	8	-8	-1	-1.9	1.8	-0.2
C/C(Cn1nnc([N+](=O)[O-])n1)=N\NC(=O)c1ccccc1O	-11	-0.6	-6.2	10	-2	-2	3.0	-0.6	0.8
COc1ccc2c(CC(=O)NCc3cccs3)coc2c1	-10	-0.1	-0.5	11	-6	-1	1.0	-4.1	-1.0
Cc1ccc([C@@H]2C[C@H]3[C@@H](CN2S(=O)(=O)c2ccc(C)cc2)C(=O)C[C@@H](c2ccc(C)cc2)N3S(=O)(=O)c2ccc(Cl)cc2)cc1	-1	.	7.1	-5	-4	1	.	-0.1	-2.1
COc1cccc(NC(=O)C(C)OC(=O)c2n[nH]c3ccccc23)c1 (stereo unspecified)	-3	0.8	1.5	6	6	-1	-1.3	0.9	-4.9
Cc1cccc(C)c1OCc1cc(C(=O)NCc2ccc(Cl)s2)no1	8	1.0	-0.3	5	-3	1	2.7	0.5	-1.3
CC(=O)C12CC(C)=C(C)CC1CC1C3CCC4=CC(=O)CCC4(C)C3CCC12C (stereo unspecified)	5	.	-1.2	-4	-7	-1	1.7	0.2	-1.6
COc1ccc(-c2nnc3n2CCCCC3)cc1	-22	1.2	3.4	-3	-19	0	-2.5	-4.5	-0.8
CC(=O)N1CCc2cc(NC(=O)C3(C)CCN3CCc3ccccc3)ccc21 (stereo unspecified)	-6	.	12	1	0	-1	.	-0.6	-0.2
O=C(Nc1ccccn1)C1COc2ccccc2O1 (stereo unspecified)	0	1.1	-0.1	-2	-1	3	-0.7	0.2	-0.8
CCOc1cc(C(=O)Nc2c(C)ccc3nsnc23)cc(OCC)c1OCC	-1	-0.4	-0.5	16	0	-4	0.6	1.2	-1.1
COc1ccc(NC(=O)C(Sc2ccccc2)c2ccccc2)c(OC)c1 (stereo unspecified)	-15	1.0	.	0	-11	72*	-0.6	1.3	-1.8
CCOC1=C2[C@@H](CN(S(=O)(=O)c3ccc(C)cc3)[C@H]2c2ccccc2F)[C@H]2C(=O)N(CC)C(=O)[C@H]2C1	4	.	-1.6	.	-2	2	.	0.2	0.2
Cc1nn(-c2ccccc2)c2sc(C(=O)N3CCc4ccccc4C3)cc12	-2	1.5	-1.1	5	0	1	.	-0.4	-4.9
ClC(/C=N/n1cnnc1)=C/c1ccccc1	.	-0.1	-2.5	8	.	-2	-0.9	.	-1.5
O=C(C1CCCC1)N(c1ccccc1)C1C=CS(=O)(=O)C1 (stereo unspecified)	0	-0.3	-0.9	4	-5	3	0.5	0.1	2.3
CC(C)CN(C(=O)CSc1nnnn1-c1ccccc1)c1c(N)n(CC(C)C)c(=O)[nH]c1=O	-5	.	.	2	0	1	-1.3	-0.6	-3.3
COC(=O)c1sc(S(=O)(=O)N2CCCCC2C(=O)O)c(C(=O)OC)c1C (stereo unspecified)	2	0.7	-0.4	-2	1	1	1.8	1.0	-3.2
CCCC/C(C)=C/[C@@H](NP(=O)(c1ccccc1)c1ccccc1)c1ccccc1	-2	2.1	-1.9	3	0	-1	1.6	-0.4	-2.4
O=[N+]([O-])c1cccc(/C=C/C=N/Nc2nc(N3CCCCC3)nc(N3CCCCC3)n2)c1	-12	-0.7	.	17	-2	3	0.3	-1.7	1.8
COc1ccc(CCC(=O)NCCCNC(=O)CCc2ccc(OC)cc2)cc1	-1	-0.6	.	16	1	-2	-1.0	0.8	-0.4
CCOC(=O)C1CCCN(C(=O)c2sc3nc(-c4ccccc4)cn3c2C)C1 (stereo unspecified)	-1	1.2	4.0	14	-2	-2	1.6	-0.3	-4.7

Later entries:
Molecule	BoNT F protease	PfHsp40 rescue	Mtb BioA inh	GDH-TPI inh	Anthrax LF inh2	Mtb FBA inh	Mtb UGM inh	BoNT A protease	FadD28 FP inh
CCOc1ccc(N(Cc2cc3ccc(C)cc3[nH]c2=O)S(=O)(=O)c2ccccc2)cc1	-2	0.5	-1.4	8	-2	3	0.1	1.7	0.2
COc1ccc(CN2C(=O)c3ccccc3C2=O)cc1C(=O)N(C)CC(=O)Nc1c(C)cccc1C	8	-0.9	0.0	6	6	-1	0.1	-0.1	-0.4
CCN1C(=O)N[C@H](c2ccc(Br)cc2)C(C(C)=O)=C1C	7	0.1	0.4	5	-2	1	-0.2	0.0	-1.4
Cc1nc2ncnn2c(N2CCN(C(=O)c3cccc(F)c3)CC2)c1Cc1ccccc1	-6	-0.1	33	11	-2	1	-3.8	0.8	-2.1
NC(=O)C1CCN(C(=O)c2ccc(Cl)c(S(=O)(=O)NCc3ccco3)c2)CC1	0	0.7	-0.2	2	2	5	-1.0	0.7	-2.4
CCCOCn1cc(F)c(=O)[nH]c1=O	-5	8.6	-2.1	4	-1	0	-1.8	-0.5	0.4
COc1c(C)cc(C(=O)C2CCCN(S(=O)(=O)N(C)C)C2)cc1C (stereo unspecified)	?	2.2	1.2	4	6	-1	0.4	0.1	0.0
Cc1ccc(OCC(=O)OCC(=O)NC2CCCCCC2)cc1C	3	.	-0.9	5	1	-2	.	-0.4	-1.1
Cc1ccc(/C=C(\NC(=O)c2ccccc2)C(=O)OCc2ccccc2)cc1	-7	6.2	.	-6	-1	0	-0.1	-0.6	-2.7
O=C(Cn1c(O)c(/C=C2\C=Nc3ccc(Br)cc32)sc1=O)N1CCCC1	19	7.7	0.1	15	0	2	1.9	2.2	-1.5
Cc1nc(SCC(=O)NCC2CCCO2)c2c3c(sc2n1)CCCC3 (stereo unspecified)	7	-0.4	6.8	-1	-1	2	1.4	0.2	-1.1
Cc1cccc(NC(=O)CSc2nc3ccccc3c(=O)n2C)c1C	-6	.	-0.3	8	-10	-1	.	-0.4	-1.2
COc1c(Cl)cc(C(=O)NCc2ccco2)cc1Cl	-1	-0.1	0.8	-9	-8	-3	-0.3	-0.5	-3.5
CC[C@]12c3[nH]c4cc(CCC(=O)N(C)C)ccc4c3CCN1C(=O)[C@@H](CC(=O)NCCC1=CCCCC1)C[C@@H]2C(=O)N1CCN(C(=O)c2ccco2)CC1	-6	-1.1	-0.4	5	-8	-1	.	-0.5	-0.9
Cc1ccccc1NS(=O)(=O)c1ccc(C(=O)NCC(c2ccccc2)N(C)C)cc1 (stereo unspecified)	4	-2.0	0.9	4	3	3	-4.4	2.0	-3.2
COc1cccc(C2Nc3c(F)cc(Br)cc3C3C=CCC32)c1OC (stereo unspecified)	-22	5.0	-3.7	3	-4	0	-3.0	2.1	0.0
Nc1nc(-c2ccc3c(c2)CCO3)cs1	0	1.2	.	2	-1	-1	-1.1	-0.6	-3.6

Looked up by compound from the list above, 2 records:
Molecule	BoNT F protease	PfHsp40 rescue	Mtb BioA inh	GDH-TPI inh	Anthrax LF inh2	Mtb FBA inh	Mtb UGM inh	BoNT A protease	FadD28 FP inh
Nc1nc(-c2ccc3c(c2)CCO3)cs1	0	1.2	.	2	-1	-1	-1.1	-0.6	-3.6
CCOc1ccc(N(Cc2cc3ccc(C)cc3[nH]c2=O)S(=O)(=O)c2ccccc2)cc1	-2	0.5	-1.4	8	-2	3	0.1	1.7	0.2

Bioassay records (PubChem)
